FBW7 act – activators of human E3 ligase FBW7; AlphaScreen FBW7–phospho-cyclin E peptide binding, activator screen; normalized activity (activation), % at 26.1 µM; 0.13% of 650,000 active; in the data active = normalized activity above about 1.9%;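 note: purified mutant Fbw7 with reduced substrate affinity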
GPR151 ag – activates the human receptor GPR151. activation, % at 11.2 µM. AID 1508602. 1% of 650,000 active. PathHunter beta-arrestin GPR151 cells, luminescence. Q8TDV0; in the data active = activation above about 4.9%;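 note: 0% = median of compound wells and 100% = cells with positive control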
Target sequence (Q8TDV0 whole entry, looked up): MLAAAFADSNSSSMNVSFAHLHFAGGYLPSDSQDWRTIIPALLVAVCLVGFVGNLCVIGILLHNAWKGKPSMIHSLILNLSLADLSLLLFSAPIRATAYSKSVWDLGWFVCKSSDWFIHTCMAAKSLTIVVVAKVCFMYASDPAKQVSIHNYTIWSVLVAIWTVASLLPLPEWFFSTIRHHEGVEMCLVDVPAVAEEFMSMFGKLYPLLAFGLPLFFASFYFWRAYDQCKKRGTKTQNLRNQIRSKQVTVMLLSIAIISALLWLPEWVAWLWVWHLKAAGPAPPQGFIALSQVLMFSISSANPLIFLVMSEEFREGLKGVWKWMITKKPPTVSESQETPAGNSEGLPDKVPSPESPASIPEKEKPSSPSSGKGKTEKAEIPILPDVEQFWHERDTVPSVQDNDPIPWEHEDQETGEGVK
TEAD-YAP inh – TEAD-YAP interaction inhibition; AID 1259422; 1.4% of 640,000 active; HEK-TIYL cells, TEAD-Gal4/YAP UAS-luciferase luminescence; inhibition, % at 9.12 µM; in the data active = inhibition above about 32%;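 note: 0% = median of test compound wells and 100% = reference inhibitor wells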
MITF primary – inhibitors of human MITF. O75030. AlphaScreen MITF homodimerization, bead proximity signal. inhibition, % at 2.6 µM. 0.91% of 650,000 active. AID 1259374; in the data active = inhibition above about 50%;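 note: 0% = vehicle wells with protein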
Target sequence (O75030 whole entry, looked up): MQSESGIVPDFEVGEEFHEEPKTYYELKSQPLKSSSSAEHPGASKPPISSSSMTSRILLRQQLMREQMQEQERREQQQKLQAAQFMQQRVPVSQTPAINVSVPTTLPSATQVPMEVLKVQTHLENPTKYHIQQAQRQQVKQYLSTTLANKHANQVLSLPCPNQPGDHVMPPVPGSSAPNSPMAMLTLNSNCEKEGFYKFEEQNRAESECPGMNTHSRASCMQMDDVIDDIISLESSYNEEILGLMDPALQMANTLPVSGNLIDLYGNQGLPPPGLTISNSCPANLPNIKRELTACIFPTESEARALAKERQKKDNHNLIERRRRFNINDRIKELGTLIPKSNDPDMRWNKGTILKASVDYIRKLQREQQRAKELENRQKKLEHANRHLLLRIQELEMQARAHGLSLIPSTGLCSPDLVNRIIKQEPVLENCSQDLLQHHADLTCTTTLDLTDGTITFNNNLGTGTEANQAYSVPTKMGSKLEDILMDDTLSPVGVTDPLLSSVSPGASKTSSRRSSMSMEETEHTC
* marks the source's active call; other numbers are inactive results; & = joins results of further samples.

A first look (17 entries):
entry	SMILES	FBW7 act	GPR151 ag
1	CCCNC(=O)Cn1cnc2sc(C(=O)Nc3cccc(C(F)(F)F)c3)c(C)c2c1=O	0.0	0.6
2	Cc1onc(-c2ccccc2Cl)c1C(=O)NCc1ccccc1	0.0	1.0
3	CCS(=O)(=O)N1CCC(C(=O)OCC(=O)c2ccc(Br)cc2)CC1	-0.1	-1.6
4	O=C1C(=Cc2ccc(N3CCOCC3)cc2)C(=O)c2ccccc21	-0.1	-0.8
5	Cc1ccc(-c2nc3ccccc3[nH]2)cc1NC(=O)c1ccc([N+](=O)[O-])cc1	1.3	0.5
6	CN(C)S(=O)(=O)c1ccc(C(=O)NNC(=O)C2COc3ccccc3O2)cc1 (stereo not given)	0.1	3.0
7	Cc1cc(C)cc(N(CC(=O)N2CCC(C)CC2)S(=O)(=O)c2ccccc2)c1	-0.2	-0.5
8	CCCCCCCN1C(=O)/C(=C\c2c(NCCO)nc3ccccn3c2=O)SC1=S	0.4	0.0
9	Cc1cc(CNC(=O)CN2CCC(C)CC2)cc(C)c1O	0.3	-0.6
10	CCCCN(CCCC)S(=O)(=O)c1ccc(C(=O)Nc2sc3c(c2C(=O)OC)CCN(C(=O)OCC)C3)cc1	0.0	0.8
11	O=C(NCCc1ccc(O)cc1)c1ccc2nc(NCCN3CCOCC3)sc2c1	0.0	0.9
12	COc1cc(CN2CCN(Cc3ccc(Cl)cc3)CC2)cc(OC)c1	-0.1	-1.8
13	O=C(CSCc1ccccc1)NNc1c(F)c(F)cc(F)c1F	0.2	-0.5
14	Cc1cc(NC(=O)CSc2nnc3c4c5c(sc4nc(C)n23)CCCC5)no1	-0.2	1.1
15	CCCn1c(=O)c2c(nc3n(-c4ccc(OCC)cc4)c(C)cn23)n(C)c1=O	0.1	0.0
16	CCCc1cc(C(=O)Nc2ccc(CC)cc2)no1	0.1	2.0
17	O=C(CC(NCC1CCCO1)C(=O)O)Nc1cccc(O)c1 (stereo not given)	-0.1	-0.3

entry	TEAD-YAP inh	MITF primary
1	-5	-6
2	3	-5
3	-10	-1
4	10	-2
5	4	3
6	1	-6
7	-4	2
8	0	18
9	1	-1
10	3	-5
11	-9	-1
12	1	84*
13	-2	13
14	-7	-2
15	8	-3
16	-63	-19
17	-2	-11

The listing, from the start:
entry	SMILES	FBW7 act	GPR151 ag
1	CCCNC(=O)Cn1cnc2sc(C(=O)Nc3cccc(C(F)(F)F)c3)c(C)c2c1=O	0.0	0.6
2	Cc1onc(-c2ccccc2Cl)c1C(=O)NCc1ccccc1	0.0	1.0
3	CCS(=O)(=O)N1CCC(C(=O)OCC(=O)c2ccc(Br)cc2)CC1	-0.1	-1.6
4	O=C1C(=Cc2ccc(N3CCOCC3)cc2)C(=O)c2ccccc21	-0.1	-0.8
5	Cc1ccc(-c2nc3ccccc3[nH]2)cc1NC(=O)c1ccc([N+](=O)[O-])cc1	1.3	0.5
6	CN(C)S(=O)(=O)c1ccc(C(=O)NNC(=O)C2COc3ccccc3O2)cc1 (stereo not given)	0.1	3.0
7	Cc1cc(C)cc(N(CC(=O)N2CCC(C)CC2)S(=O)(=O)c2ccccc2)c1	-0.2	-0.5
8	CCCCCCCN1C(=O)/C(=C\c2c(NCCO)nc3ccccn3c2=O)SC1=S	0.4	0.0
9	Cc1cc(CNC(=O)CN2CCC(C)CC2)cc(C)c1O	0.3	-0.6
10	CCCCN(CCCC)S(=O)(=O)c1ccc(C(=O)Nc2sc3c(c2C(=O)OC)CCN(C(=O)OCC)C3)cc1	0.0	0.8
11	O=C(NCCc1ccc(O)cc1)c1ccc2nc(NCCN3CCOCC3)sc2c1	0.0	0.9
12	COc1cc(CN2CCN(Cc3ccc(Cl)cc3)CC2)cc(OC)c1	-0.1	-1.8
13	O=C(CSCc1ccccc1)NNc1c(F)c(F)cc(F)c1F	0.2	-0.5
14	Cc1cc(NC(=O)CSc2nnc3c4c5c(sc4nc(C)n23)CCCC5)no1	-0.2	1.1
15	CCCn1c(=O)c2c(nc3n(-c4ccc(OCC)cc4)c(C)cn23)n(C)c1=O	0.1	0.0

entry	TEAD-YAP inh	MITF primary
1	-5	-6
2	3	-5
3	-10	-1
4	10	-2
5	4	3
6	1	-6
7	-4	2
8	0	18
9	1	-1
10	3	-5
11	-9	-1
12	1	84*
13	-2	13
14	-7	-2
15	8	-3

The listing continues:
entry	SMILES	FBW7 act	GPR151 ag
16	CCCc1cc(C(=O)Nc2ccc(CC)cc2)no1	0.1	2.0
17	O=C(CC(NCC1CCCO1)C(=O)O)Nc1cccc(O)c1 (stereo not given)	-0.1	-0.3
18	O=C1N[C@@H](Cc2c[nH]c3ccccc23)C(=O)N2C[C@@H](NCc3ccc(F)cc3F)C[C@@H]12	0.0	0.8
19	COC(=O)C1=C(C)N=c2s/c(=C/c3ccco3)c(=O)n2C1c1cccs1 (stereo not given)	-0.2	-0.1
20	CCn1c(COc2ccccc2C)nnc1SCC(=O)NC	0.0	-0.7
21	CC(C)n1cnc2c(NCCN3CCOCC3)nc(-c3ccc(C(=O)NC4CC4)cc3)nc21	0.3	-0.6
22	CC1(C)Cc2ccccc2C(COc2ccccc2)=N1	0.0	0.9
23	CCCCc1ccc(NS(=O)(=O)CC(C)C)cc1	0.1	0.8
24	CCCCN(C)CCNc1ncnc2nc[nH]c12	0.2	2.0
25	CC(NS(=O)(=O)c1ccc(Br)cc1)C(=O)NC1CCCCCC1 (stereo not given)	0.0	4.2
26	Cc1cc(C(=O)CO/N=C/c2ccco2)c(C)n1Cc1ccco1	-0.1	4.4
27	CC1CN(S(=O)(=O)c2ccc(C(C)(C)C)cc2)CC(C)O1 (stereo not given)	0.7	3.1
28	Cc1ccc(N=C2S/C(=C/c3ccc(N(C)C)cc3)C(=O)N2CCc2ccccc2)cc1	-0.1	3.4
29	O=C(c1ccc(Cn2c(=S)[nH]c3ccc(Br)cc3c2=O)cc1)N1CCN(c2ccccn2)CC1	0.1	1.1
30	Oc1ccc(CCNc2ccnc(-c3cccs3)n2)cc1	0.1	4.4

entry	TEAD-YAP inh	MITF primary
16	-63	-19
17	-2	-11
18	6	5
19	2	0
20	-11	-5
21	6	13
22	6	15
23	-3	1
24	4	-1
25	17	9
26	53*	-5
27	3	11
28	-2	2
29	5	1
30	-15	24

Further structures.
entry	SMILES	FBW7 act	GPR151 ag
31	CCOc1ccc(-c2nc(CSCC(=O)NC(C)C)c(C)o2)cc1	0.0	-1.3
32	CC(C)(C)OC(=O)N1CCC[C@@H]1C(=O)c1nccs1	0.3	4.5
33	CC(C(=O)Nc1ccc([N+](=O)[O-])cc1Cl)N(C)C1CCCCC1 (stereo not given)	0.5	-2.1
34	O=C1c2ccccc2-c2onc3c(Oc4ccc(Cl)cc4)cc(Oc4ccc(Cl)cc4)c1c23	0.3	2.4
35	Cc1ccc(C)c(Cn2c(C)c(CNCc3ccco3)c(C(=O)O)c2C)c1	0.1	0.9
36	O=C(NCCc1ccc(O)cc1)c1cccc(Nc2ccc3ncccc3c2)n1	0.0	3.8
37	CCOC(=O)CN1CCN(c2ccc(Cl)cc2)CC1	-0.2	0.0
38	C/C(CS(=O)(=O)c1ccc(Cl)c(Cl)c1)=N/NC(N)=S	-0.2	0.4
39	Cc1cc(S(=O)(=O)NCCCn2ccnc2)c(C)cc1Br	-0.3	0.1
40	C[N+](C)(C)CCNC(=O)c1c(O)c2c([nH]c1=O)CCCC2	0.2	0.2
41	Cc1ccc(NC(=O)CSc2nc3ccccc3c(=O)n2CCC(=O)N2CCN(c3ccccc3)CC2)cc1	-0.1	1.6
42	Cc1ccc(NC(=O)CN(c2ccc(Cl)c(Cl)c2)S(C)(=O)=O)cc1	-0.2	1.5
43	CCOC(=O)/C(C#N)=C/Nc1ccc(C)cc1	0.4	-0.9
44	CCOC(=O)c1cn(CC(=O)Nc2cccc(F)c2)nn1	0.2	0.3
45	CC1CN(C(=O)CCC(=O)NC2CCN(Cc3ccccc3)CC2)c2ccccc2O1 (stereo not given)	0.1	0.5

entry	TEAD-YAP inh	MITF primary
31	5	-2
32	-12	5
33	6	8
34	4	12
35	6	14
36	-6	-1
37	7	42
38	10	-16
39	-7	-8
40	-3	0
41	6	11
42	-3	-21
43	-52	12
44	2	12
45	5	3

Continued:
entry	SMILES	FBW7 act	GPR151 ag
46	CCOC(=O)C1(CC2CCCCO2)CCN(C(=O)CSc2ccccc2)CC1 (stereo not given)	-0.1	-0.8
47	CCOC(=O)c1c(-c2ccc(C)cc2)csc1NC(=O)COc1ccccc1C	0.1	-0.8
48	NS(=O)(=O)c1ccc(NC(=O)/C=C/c2ccc(F)cc2)cc1	0.1	0.8
49	O=C(CC1C(=O)NCCN1CC1CCCCC1)NCc1cccc2[nH]ccc12 (stereo not given)	0.1	-1.4
50	Cc1cccc(CN2C(=O)CSc3ccc(C(=O)O)cc32)c1	0.2	-0.7
51	Nc1ccccc1CCc1ccccc1N	-0.1	0.6
52	Cn1nc([N+](=O)[O-])nc1Oc1ccc(C(=O)OCc2ccccc2)cc1	-0.1	0.6
53	Cc1onc(-c2ccccc2Cl)c1C(=O)NCCc1ccccc1	-0.1	-0.1
54	CC(=O)Oc1ccc(-c2cccc(C(=O)Nc3ccccc3[N+](=O)[O-])c2)cc1	0.1	-1.4
55	Fc1ccccc1Nc1nc2ccccc2n2nnnc12	0.0	-1.9
56	Cc1ccc(-n2c(SCC(=O)N3CCN(c4ccccc4)CC3)nc3ccsc3c2=O)cc1C	-0.2	-0.9
57	CCN1C(=O)CC(CC(=O)N(C)Cc2csc(C)n2)(c2ccccc2C)C1=O (stereo not given)	0.1	0.4
58	O=C1CCCC2=C1C(c1cccnc1)c1c(nc(SCc3ccccc3)[nH]c1=O)N2 (stereo not given)	0.4	-1.0
59	COC(=O)CCCN1C(=O)/C(=C\c2ccc3c(c2)OCO3)SC1=S	0.3	-0.9
60	CCOc1cccc(CN2CCC3(CC2)CC3C(=O)NCCc2ccccc2OC)c1O (stereo not given)	-0.1	-1.3

entry	TEAD-YAP inh	MITF primary
46	-4	10
47	1	15
48	-6	-2
49	-12	7
50	0	4
51	-4	-1
52	3	-5
53	-18	-3
54	7	11
55	-56	19
56	15	2
57	0	5
58	-3	15
59	59*	9
60	9	5

Additional results follow.
entry	SMILES	FBW7 act	GPR151 ag
61	COc1ccc(NC(=O)C(=O)NCCO)cc1Cl	0.2	-0.4
62	CCOc1ccccc1Nc1nc(-c2ccc(O)cc2)cs1	-0.1	1.6
63	CC(C)CC(=O)Nc1ccnn1C1CCN(Cc2ccc(Oc3ncccn3)cc2)CC1	-0.1	0.5
64	CCOc1cc(NC(=S)NCc2ccco2)c(OCC)cc1NC(C)=O	0.5	0.4
65	Cc1cc(C)n(CCCNc2nnnn2-c2ccccc2)n1	-0.2	0.5
66	CCOc1ccc(C2C=C(c3cccnc3)Nc3ncnn32)cc1OC (stereo not given)	0.0	0.9
67	CC1=C/C(=N\Nc2ccc(Cl)c(C(=O)O)c2)CC1	-0.1	-1.0
68	CCOC(=O)c1c(NC(=O)C(C)Sc2cn(CC)c3ccccc23)sc2c1CCCC2 (stereo not given)	0.1	-0.6
69	CC(C)C1=NN2C(=N)/C(=C/c3ccc([N+](=O)[O-])cc3)C(=O)N=C2S1	0.3	-1.8
70	CCCCOC(=O)CSC1=C(C#N)C(c2ccc(Cl)cc2)CC(=O)N1 (stereo not given)	0.0	-0.8
71	Cc1cc(C)n(C(=O)CCNC(=O)c2ccccc2)n1	-0.1	-0.9
72	CCOC(=O)C(=CNc1ccc(Cl)cc1C)C(=O)OCC	0.0	-1.4
73	O=C(NC1CCCCC1)C1CCCN(S(=O)(=O)c2ccc(Br)s2)C1 (stereo not given)	-0.2	-0.5
74	COc1cc(C(=O)NCc2nnc(SCC(=O)Nc3nccs3)n2-c2ccc(F)cc2)cc(OC)c1OC	-0.1	-0.6
75	OC1(c2ccccc2)C[n+]2ccccc2N1Cc1ccccc1 (stereo not given)	0.2&0.1	0.6&3.7

entry	TEAD-YAP inh	MITF primary
61	-11	-13
62	-13	5
63	4	-3
64	2	7
65	1	7
66	4	-3
67	-44	27
68	0	-16
69	1	14
70	2	6
71	11	3
72	2	2
73	9	23
74	3	2
75	5&13	-2&2

Next compounds:
entry	SMILES	FBW7 act	GPR151 ag
76	COc1ccc2nc(NC(=O)Cn3c(-c4ccccc4F)nc4ccccc4c3=O)sc2c1	0.2	0.5
77	Cc1ccc(S(=O)(=O)N2CCC(C(N)=O)CC2)cc1	0.1	1.2
78	Cc1cccn2cc(CCNC(=O)c3ccccc3C(=O)O)nc12	-0.1	2.1
79	O=C(CNS(=O)(=O)c1cccc2nonc12)NC(c1ccccc1)c1ccccc1	-0.1	0.1
80	O=C(NCc1n[nH]c(=S)n1-c1cccc(C(F)(F)F)c1)c1c(F)cccc1Cl	0.2	1.0
81	CCOc1ccccc1C(=O)NC1CCC(NC(=O)c2ccccc2OCC)CC1 (stereo not given)	0.1	-0.1
82	O=S(=O)(Cc1ccccc1Cl)NC1CCCCC1	0.0	1.9

entry	TEAD-YAP inh	MITF primary
76	17	-12
77	8	15
78	7	-8
79	0	-3
80	-1	9
81	5	4
82	-1	12
